# hcGAS lum – inhibitors of human cGAS; AID 1259398; recombinant h-cGAS, ATP depletion, Kinase-Glo luminescence; Q8N884; inhibition, % at 12.5 µM; 290,000 compounds, 0.081% hits;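 further: 0% = vehicle reaction and 100% = reaction without DNA for no activity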
# Target sequence (Q8N884 whole entry, looked up): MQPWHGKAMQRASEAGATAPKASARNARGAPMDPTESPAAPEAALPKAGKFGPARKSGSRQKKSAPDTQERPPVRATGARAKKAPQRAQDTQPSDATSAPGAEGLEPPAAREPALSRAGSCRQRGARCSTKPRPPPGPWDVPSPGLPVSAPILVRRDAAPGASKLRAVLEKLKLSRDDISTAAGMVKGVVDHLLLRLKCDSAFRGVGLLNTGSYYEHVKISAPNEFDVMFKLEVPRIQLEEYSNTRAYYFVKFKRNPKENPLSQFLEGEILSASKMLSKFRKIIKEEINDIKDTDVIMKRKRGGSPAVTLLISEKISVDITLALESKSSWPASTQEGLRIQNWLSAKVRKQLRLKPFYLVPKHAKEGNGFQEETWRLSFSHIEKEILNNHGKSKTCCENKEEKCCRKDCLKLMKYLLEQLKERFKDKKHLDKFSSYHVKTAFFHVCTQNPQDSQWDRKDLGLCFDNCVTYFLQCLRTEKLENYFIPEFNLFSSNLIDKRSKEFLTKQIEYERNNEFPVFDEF
# mcGAS lum – blocks mouse cGAS activity; Q8C6L5; inhibition, % at 12.5 µM; recombinant cGAS, Kinase-Glo ATP depletion luminescence; AID 1259399; 160,000 compounds, 0.15% hits;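 further: 0% = negative control wells and 100% = reference inhibitor with no enzyme activity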
# NPYLR7 ag – activates Aedes aegypti NPYLR7 receptor. HEK293T NPYLR7/Galpha15, GCaMP6s calcium fluorescence. activation, % at 10 µM. 270,000 compounds, 0.15% hits. AID 1259423; in the data active means activation above about 40%;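 further: 0% = vehicle and 100% = reference agonist at the receptor; some compounds past the cut are filed as inactive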
# * marks the source's active call; other numbers are inactive results; . = no result given. Unless noted, no stated cut-off is given here; in the data, active means inhibition above about 40%; inactive means the rest.
SMILES,hcGAS lum,mcGAS lum,NPYLR7 ag
CCN1CCN(Cc2cc(C(=O)N(C)CC3CCCCO3)no2)CC1 (stereo unspecified),-10,-12,.
Cc1onc(-c2ccccc2)c1C(=O)N1CCN(c2c(-c3ccccc3)cnc3ncnn23)CC1,1,-2,1
C=CCN(C)[C@H]1[C@H](Oc2ccccn2)C[C@@H]2CC(C)(C)OC[C@]21O,-2,-3,0
COc1ccc(N2CC(NC(=O)N3CCC(C)CC3)CC2=O)cc1OC (stereo unspecified),1,-1,0
COC1=CC(=O)C=C(OC)C1=O,4,.,-30
CCC(C)(N)c1nc(-c2cccs2)cc(=O)[nH]1 (stereo unspecified),-8,.,4
Cc1ccc(N(Cc2ccco2)C(=O)c2cc([N+](=O)[O-])cc([N+](=O)[O-])c2)cc1,-9,-8,-7
COc1ccc(-n2c(SC3CCCCNC3=O)nnc2-c2ccncc2)cc1 (stereo unspecified),-10,-16,12
Cc1oc(-c2ccc(F)cc2)nc1CN(C)Cc1cccc(C(F)(F)F)c1,-2,-7,16
O=C1/C(=C/c2ccc(-c3cccc(Cl)c3)o2)NC(=S)N1c1ccccc1,-3,0,4
Oc1ccc(C=NN2CCOCC2)c(O)c1O,-10,-5,12
COc1cccc(S(=O)(=O)NCc2ccc(C(=O)Nc3ccc(Cl)c(Cl)c3)cc2)c1,-4,-5,-3
N#Cc1ccccc1CSc1nnc(NC(=O)C2CCC2)s1,-1,-6,-1
O=c1[nH]c(CN2CCN(c3ncccn3)CC2)nc2c(Br)cc(Br)cc12,-4,.,-1
CCCSc1nnc2[nH]c(=O)cc(C)n12,-6,-7,-9
COCC(=O)N(Cc1ccccn1)c1ccc(Oc2ccc(C)cc2)nc1,-1,-3,.
CC(=O)c1ccc(NC(=O)Cn2nc(C3CCN(S(C)(=O)=O)CC3)n(C)c2=O)cc1,-10,-8,-3
COCC(C)n1c(C)cc(C(=O)Cn2cc(C(F)(F)F)cc(Cl)c2=O)c1C (stereo unspecified),-8,.,0
Cc1cc(N2CCN(CC(=O)N3CCOCC3)CC2)nc(-c2ccncc2)n1,-6,.,8
CC(C)N(CCC(N)=O)Cc1ccnc2ccccc12,-2,.,-9
Cc1cc(-n2cccn2)ccc1CNC(C)c1cnn(-c2ccc(F)cc2F)c1C (stereo unspecified),-2,-8,10
COc1ccc(CN(Cc2ccco2)C(=O)NC(C)C)cc1OS(=O)(=O)c1ccc(F)cc1,-5,-6,18
CC1CN(c2cc(Cl)nc(SCC(=O)NCCc3ccc(Cl)cc3Cl)n2)CCN1C(=O)c1ccc(F)cc1 (stereo unspecified),-4,-6,13
Cc1nc(CN(C)C(=O)c2ccc(CSc3ccccn3)cc2)no1,-2,-19,4
CCc1nc2c(OCC(=O)C(C)(C)C)cccn2c1N(C)C(=O)c1ccccc1F,-3,-6,-2
Cc1ccsc1CN(CCN(C)C)Cc1cccc2cnccc12,-11,.,-4
CCOc1ccccc1CN1CCN(C/C=C/c2ccc(F)cc2)CC1CCO (stereo unspecified),-9,-9,1
Clc1ccc(-c2nc3sccn3c2/C=N\OCc2ccc(Cl)c(Cl)c2)cc1,0,.,-12
CCc1nc(N(CCC(=O)NCCN2CCOCC2)Cc2ccco2)c2ccccc2n1,-2,-8,3
CC(C)NC(=O)c1noc(C(C)C)c1[N+](=O)[O-],1,-1,6
CCCCOC(=O)N1CC(=O)N(Cc2ccco2)CC(O)C1 (stereo unspecified),-2,-8,5
C=CCN(C)C(=O)c1cncn1-c1ccc(-c2cc(C(F)(F)F)cc(C(F)(F)F)c2)cc1,-1,-2,11
COC(=O)c1ccc(NS(=O)(=O)c2ccsc2C(=O)OC)cc1,-5,.,2
Cc1csc(Cn2nc(CC3CCNCC3)n(-c3ccccc3)c2=O)n1,-1,.,0
CC(=O)N1CCN(c2cc(C)c([N+](=O)[O-])cc2F)CC1,-2,-4,1
CCC(C)N(Cc1nc(C(=O)NC2CC2)co1)Cc1ccc(OC)cc1OC (stereo unspecified),-2,-6,16
Cc1nc(CC(=O)NCc2cc(-c3cccc(F)c3)no2)c(C)s1,-2,.,1
CCOC(=O)C1=C(C)NC2=C(C(=O)CC(c3ccccc3)C2)C1c1ccc(Cl)cc1 (stereo unspecified),-6,-5,-4
CCC1=C(C(=O)OC)C(c2cccc(OC)c2)N2C(CC(=O)N(C)Cc3ccco3)=CSC2=N1 (stereo unspecified),-3,-2,.
Cc1cc(C)n(-c2nc3cc(Cl)ccc3nc2Cl)n1,-9,.,12
COc1ccc(CCN(C)c2cc(-c3ccccc3)nc(SCc3cccc(C(=O)NCc4ccco4)c3)n2)cc1OC,-5,-8,.
Cc1ccc(C2=NN(C(=O)CN3CCc4ccccc4C3)C(c3ccccc3Cl)C2)cc1C (stereo unspecified),-4,-3,19
COc1cccc(-c2nn(-c3ccccc3)cc2CNCC(OC)c2cccs2)c1 (stereo unspecified),-5,-9,4
COc1cc(CN2CCN(Cc3ccncc3)CC2CCO)cc(OC)c1 (stereo unspecified),2,.,-7
COC(=O)c1ccc2oc(=O)c(S(=O)(=O)N3CCN(C)CC3)cc2c1,-4,-5,3
Cc1ccccc1CO[C@]1(C(=O)NCC2CCCO2)CC(OCc2ccc(C(F)(F)F)cc2)[C@H](O)[C@H](O)C1 (stereo partly specified),-1,-3,16
C#CCNC(=O)CNC(=O)C1CCCCN1Cc1cccc(C)c1 (stereo unspecified),-12,.,3
Cc1nnsc1CNCc1nc(-c2ccco2)no1,-5,0,.
O=S(=O)(Nc1nc(CN2CCCCC2)nc2sc3c(c12)CCCC3)c1cccs1,-10,.,6
Cc1ncsc1CN(C)C1CCc2nn(CC3CC3)c(=O)n2CC1 (stereo unspecified),-8,-5,.
# Continued:
SMILES,hcGAS lum,mcGAS lum,NPYLR7 ag
CN1CCC(N2CCC(N3C(=O)C4(CCCCC4)C3c3ccncc3)CC2)CC1 (stereo unspecified),-12,-5,.
Cc1nc2sccn2c1CN1CCC(CO)(CCOc2ccccc2)CC1,-3,-4,-9
CCc1ccc(-c2ccc(NC3CCCCCC3)nn2)cc1S(N)(=O)=O,-2,.,-16
O=C(NCc1ccco1)c1cccc(Nc2c(Oc3ccccc3)cnn(Cc3ccccc3)c2=O)c1,-4,-6,12
C=CCn1c(SCC(=O)NC2CCCCC2)nc2sc3c(c2c1=O)CCCC3,-4,.,-5
Cc1ccc2[nH]c(C(=O)O)c(CN3CCC(N4CCCC4=O)CC3)c2c1,-5,.,5
O=C(Cc1n[nH]c(=O)c2ccccc12)NC1CCCc2ccccc21 (stereo unspecified),-14,-6,6
Cc1cc(C)c2oc(-c3ccc(C)c(NC(=O)c4ccc(Cl)c([N+](=O)[O-])c4)c3)nc2c1,-2,-3,1
Cc1c(C(=O)NC2CC(=O)N(CCc3ccccc3)C2)n(C)c2c(C)cccc12 (stereo unspecified),-9,.,6
O=C1NCC2(CCCN(C(=O)c3ccc(Oc4ccccc4)o3)CC2)O1 (stereo unspecified),-11,.,7
CC(NC(=O)c1ccc(CSc2nc(Cl)cc(N3CCCCC3)n2)cc1)c1ccccc1 (stereo unspecified),-7,-4,14
CC(=O)N[C@H]1C[C@@H](c2cccc3cnccc23)O[C@@H](C2CCCCC2)C1,-5,-10,.
C1=C(CCNc2nncc(-c3ccccc3)n2)CCCC1,-9,-4,10
CCN(CC)CCSc1nc(-c2cccc(OC)c2)nc2c1c(=O)n(C)c(=O)n2C,1,-5,-4
CC(C)c1ccc(CN2CCCC3(CCN(C(=O)CCc4ccccn4)C3)C2)cc1 (stereo unspecified),-8,-12,.
CSc1ccc(NC(=O)C2CCN(C(=O)c3cccs3)CC2)cc1,5,0,1
CCC(=O)N1CCC(c2nc(C)ccc2C(=O)NCc2ccc(C)cc2)CC1,-2,.,4
CCn1ncnc1-c1c(-c2ccccc2)ncn1CC(C)Oc1cccnc1 (stereo unspecified),-8,-11,7
O=C(NC1CCSc2ccccc21)C1CC2CCCC(C1)C2=O (stereo unspecified),-8,.,2
Cc1ccc(C(O)=C2C(=O)C(=O)N(CCCN(C)C)C2c2ccc(Cl)cc2)cc1 (stereo unspecified),2,.,-5
Cc1cc2n(n1)C(c1ccco1)Nc1ccccc1-2 (stereo unspecified),1,.,-6
COCCC1(C(=O)O)CCCN(C(=O)N2CCOCC2)C1 (stereo unspecified),-14,-5,.
CSCCC(NC(N)=O)C(=O)Nc1ccc(C(C)C)cc1 (stereo unspecified),-13,.,-1
COc1cc(C)c(Cl)cc1S(=O)(=O)NCc1ccc(C)cc1,-1,.,0
O=C1NC(C2CC2)(C2CC2)C(=O)N1CN1CCCC1c1ccsc1 (stereo unspecified),-9,.,10
CC(C)n1nnnc1SCc1cc(F)cc2c1OCOC2,1,.,2
O=c1oc2ccc(Cl)cc2cc1-c1nnc(-c2cccc(F)c2)o1,-6,-5,2
COc1ccccc1OC(C)C(=O)N1CCc2[nH]nc(-c3ccccc3)c2C1 (stereo unspecified),-5,-17,-8
COc1ccc(C(=O)Nc2cc(C(=O)Nc3ccc(Cl)cc3)ccc2N2CC3CC(C2)c2cccc(=O)n2C3)cc1 (stereo unspecified),-6,.,-8
Cc1cc(C)c(NC(=O)CSc2c(CC(C)C)cnc3c2c(=O)n(C)c(=O)n3C)c(C)c1,-6,-7,5
O=C(CNC1CC1)N1CCc2sccc2C1c1ccc(Cl)cc1 (stereo unspecified),-2,.,-16
CCC(C(=O)N1CCCN(c2nc(CC(C)C)nc3onc(-c4cccc(Oc5ccccc5)c4)c23)CC1)c1ccccc1 (stereo unspecified),-2,-6,8
Cc1cc(C)cc(NC(=O)CC(=O)NCCSc2ncn[nH]2)c1,-7,-12,6
Cc1cccc(-n2c(CNC(=O)c3ccc(S(=O)(=O)N4CCCC4)cc3)nnc2SCC(=O)N2CCc3ccccc32)c1,-6,-5,8
O=C(NC(c1ccc(F)cc1)c1ccc2ccccc2n1)C1CCN(CCOc2ccccc2)CC1 (stereo unspecified),-2,-4,3
CC(C)(C)NC(=O)c1cc(Cl)ccc1OC1CCN(Cc2cccnc2)CC1,-11,.,-2
CC(OC(=O)Cc1ccc(F)cc1)C(=O)Nc1ccc2c(c1)OCCO2 (stereo unspecified),-7,-15,1
CC1CN(c2cc(Cl)nc(SCC(=O)NC3CCCCNC3=O)n2)CCN1C(=O)c1ccc(F)cc1 (stereo unspecified),-7,-5,13
CCc1ccc(Cl)c(CC)c1NC(=O)Cc1c(C)noc1C,-14,.,9
CCNC(=O)N(Cc1c(-c2ccccc2)noc1N1CCCCC1)CC1CCCO1 (stereo unspecified),-3,-7,6

# Reformatted tab-delimited: part of the list above
Compound	hcGAS lum	mcGAS lum	NPYLR7 ag
CN1CCC(N2CCC(N3C(=O)C4(CCCCC4)C3c3ccncc3)CC2)CC1 (stereo unspecified)	-12	-5	.
Cc1nc2sccn2c1CN1CCC(CO)(CCOc2ccccc2)CC1	-3	-4	-9
CCc1ccc(-c2ccc(NC3CCCCCC3)nn2)cc1S(N)(=O)=O	-2	.	-16
O=C(NCc1ccco1)c1cccc(Nc2c(Oc3ccccc3)cnn(Cc3ccccc3)c2=O)c1	-4	-6	12
C=CCn1c(SCC(=O)NC2CCCCC2)nc2sc3c(c2c1=O)CCCC3	-4	.	-5
Cc1ccc2[nH]c(C(=O)O)c(CN3CCC(N4CCCC4=O)CC3)c2c1	-5	.	5
O=C(Cc1n[nH]c(=O)c2ccccc12)NC1CCCc2ccccc21 (stereo unspecified)	-14	-6	6
Cc1cc(C)c2oc(-c3ccc(C)c(NC(=O)c4ccc(Cl)c([N+](=O)[O-])c4)c3)nc2c1	-2	-3	1
Cc1c(C(=O)NC2CC(=O)N(CCc3ccccc3)C2)n(C)c2c(C)cccc12 (stereo unspecified)	-9	.	6
O=C1NCC2(CCCN(C(=O)c3ccc(Oc4ccccc4)o3)CC2)O1 (stereo unspecified)	-11	.	7
CC(NC(=O)c1ccc(CSc2nc(Cl)cc(N3CCCCC3)n2)cc1)c1ccccc1 (stereo unspecified)	-7	-4	14
CC(=O)N[C@H]1C[C@@H](c2cccc3cnccc23)O[C@@H](C2CCCCC2)C1	-5	-10	.
C1=C(CCNc2nncc(-c3ccccc3)n2)CCCC1	-9	-4	10
CCN(CC)CCSc1nc(-c2cccc(OC)c2)nc2c1c(=O)n(C)c(=O)n2C	1	-5	-4
CC(C)c1ccc(CN2CCCC3(CCN(C(=O)CCc4ccccn4)C3)C2)cc1 (stereo unspecified)	-8	-12	.
CSc1ccc(NC(=O)C2CCN(C(=O)c3cccs3)CC2)cc1	5	0	1

# Continuation.
SMILES,hcGAS lum,mcGAS lum,NPYLR7 ag
CCOC(=O)/C(=C\c1ccccc1)NC(=O)c1ccc(NC(C)=O)cc1,-1,-2,-11
Cc1ccc(Cl)c(-c2nccn2CCN2CCNC2=O)c1F,-5,.,-3
Cc1nn(C(C)(C)C)c(OC(=O)c2cccc([N+](=O)[O-])c2C)c1S(=O)(=O)c1ccccc1,-3,-4,2
Cc1cc(NC(=O)c2ccccc2)n(-c2nc3ccccc3s2)n1,-6,-12,-16
COc1cc(C2CC(c3cccnc3)=NN2c2ccc(F)cc2)cc(OC)c1OC (stereo unspecified),-10,.,-1
O=C(NCCc1ccccc1)c1cnn2c1NC(c1cccs1)CC2C(F)(F)F (stereo unspecified),-1,-5,3
CCOC(=O)c1c(N)sc(C(=O)N2CCCCC2)c1C,0,-7,6

# Assay outcomes deposited in PubChem by Fisher Drug Discovery Resource Center.
